Bioassay records from PubChem BioAssay.
ROC1-CUL1 inh: blocks human RBX1-Cullin-1 di-ubiquitin formation; P62877+Q13616; in vitro K48 di-Ub FRET, acceptor:donor ratio, 45 min; inhibition, % at 10 µM; 140,000 compounds, 0.6% hits; AID 1347404; in the data active means inhibition above about 25%
Target sequence (P62877 whole entry, looked up): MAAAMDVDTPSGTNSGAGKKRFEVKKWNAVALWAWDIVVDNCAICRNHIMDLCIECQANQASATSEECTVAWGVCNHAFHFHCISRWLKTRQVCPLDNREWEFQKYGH
Target sequence (Q13616 whole entry, looked up): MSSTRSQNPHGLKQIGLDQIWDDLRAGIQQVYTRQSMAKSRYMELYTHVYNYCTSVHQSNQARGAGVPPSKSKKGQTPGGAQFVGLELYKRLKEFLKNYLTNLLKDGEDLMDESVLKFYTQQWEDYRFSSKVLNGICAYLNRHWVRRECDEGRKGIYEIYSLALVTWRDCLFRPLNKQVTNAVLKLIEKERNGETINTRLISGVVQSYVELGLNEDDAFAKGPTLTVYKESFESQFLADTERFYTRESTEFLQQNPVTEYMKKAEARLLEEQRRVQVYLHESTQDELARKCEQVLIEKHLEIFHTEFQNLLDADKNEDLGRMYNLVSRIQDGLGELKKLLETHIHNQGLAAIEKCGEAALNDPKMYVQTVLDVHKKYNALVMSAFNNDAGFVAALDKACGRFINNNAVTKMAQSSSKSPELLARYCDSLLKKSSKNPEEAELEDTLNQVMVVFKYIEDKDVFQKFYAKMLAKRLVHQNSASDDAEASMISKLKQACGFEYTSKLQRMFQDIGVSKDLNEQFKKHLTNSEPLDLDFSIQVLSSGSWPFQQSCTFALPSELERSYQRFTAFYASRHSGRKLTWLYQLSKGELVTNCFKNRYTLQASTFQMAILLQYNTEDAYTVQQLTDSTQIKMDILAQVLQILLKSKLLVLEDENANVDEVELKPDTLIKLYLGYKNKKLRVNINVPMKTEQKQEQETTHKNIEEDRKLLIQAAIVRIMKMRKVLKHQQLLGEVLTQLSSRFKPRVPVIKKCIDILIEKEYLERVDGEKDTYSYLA
Active calls of the source: *.

Start of the data: the first 17 records, ahead of the listing:
SMILES | ROC1-CUL1 inh
Cc1nn(C)c2c1c(-c1ccccc1)cc(=O)n2Cc1ccc(F)cc1 | 2
CCC(Oc1ccccc1)C(=O)Nc1cc(-c2ccccc2OC)nn1-c1ccccc1 (stereo not given) | -1
Cc1nc2cccnc2n1C1CCN(S(=O)(=O)c2ccc(C(C)C)cc2)CC1 | -2
O=C1CC(N2CCC3(CC2)OCCO3)C(=O)N1c1cccc(C(F)(F)F)c1 (stereo not given) | 6
Cc1nn(-c2cccc(Cl)c2)c2nc(-c3cccnc3)cc(C(F)(F)F)c12 | -5
CC(=O)N1c2c(cc(Br)cc2S(=O)(=O)N2CCN(c3cc(C)ccc3C)CC2)CC1C (stereo not given) | -6
CCOc1ccc(OCC)c(NC(=O)c2cc(S(=O)(=O)N3CCc4ccccc43)cn2C)c1 | 3
Cc1ccc(-n2c(C)cc(/C=C(\C#N)C(=O)Nc3ccc(C)c(C)c3)c2C)cc1 | -5
CCOc1ccccc1C1CC(=O)N=C(C)C1C(=O)OC1CCCCCC1 (stereo not given) | -4
Cc1nc(C2CCNCC2)cc(N2CCCC3(CCCN(C)C3)C2)n1 (stereo not given) | -14
C/C(=N\NC(=O)C1C2CCCCC21)c1ccc2ccccc2c1O (stereo not given) | -8
COc1cccc(S(=O)(=O)NCC(=O)N2CCCCC2)c1 | -4
O=[N+]([O-])c1cc2c(cc1/C=N/Nc1ccccn1)OCO2 | -5
O=C(CCSc1nnc2scc(-c3ccccc3)n12)Nc1nc(-c2ccccc2)ns1 | 2
Cc1ccc(NC(=O)CN2C(=O)COc3ccc(S(=O)(=O)NC4CCCC4)cc32)c(Cl)c1 | 7
Cc1ccc(NC(=O)[C@H](CSCc2ccccc2)N2Cc3ccccc3C2=O)cc1 | -7
CC(=O)NC(=S)Nc1cccc(Cl)c1C | 8

The whole of this part, from the start:
SMILES | ROC1-CUL1 inh
Cc1nn(C)c2c1c(-c1ccccc1)cc(=O)n2Cc1ccc(F)cc1 | 2
CCC(Oc1ccccc1)C(=O)Nc1cc(-c2ccccc2OC)nn1-c1ccccc1 (stereo not given) | -1
Cc1nc2cccnc2n1C1CCN(S(=O)(=O)c2ccc(C(C)C)cc2)CC1 | -2
O=C1CC(N2CCC3(CC2)OCCO3)C(=O)N1c1cccc(C(F)(F)F)c1 (stereo not given) | 6
Cc1nn(-c2cccc(Cl)c2)c2nc(-c3cccnc3)cc(C(F)(F)F)c12 | -5
CC(=O)N1c2c(cc(Br)cc2S(=O)(=O)N2CCN(c3cc(C)ccc3C)CC2)CC1C (stereo not given) | -6
CCOc1ccc(OCC)c(NC(=O)c2cc(S(=O)(=O)N3CCc4ccccc43)cn2C)c1 | 3
Cc1ccc(-n2c(C)cc(/C=C(\C#N)C(=O)Nc3ccc(C)c(C)c3)c2C)cc1 | -5
CCOc1ccccc1C1CC(=O)N=C(C)C1C(=O)OC1CCCCCC1 (stereo not given) | -4
Cc1nc(C2CCNCC2)cc(N2CCCC3(CCCN(C)C3)C2)n1 (stereo not given) | -14
C/C(=N\NC(=O)C1C2CCCCC21)c1ccc2ccccc2c1O (stereo not given) | -8
COc1cccc(S(=O)(=O)NCC(=O)N2CCCCC2)c1 | -4
O=[N+]([O-])c1cc2c(cc1/C=N/Nc1ccccn1)OCO2 | -5
O=C(CCSc1nnc2scc(-c3ccccc3)n12)Nc1nc(-c2ccccc2)ns1 | 2
Cc1ccc(NC(=O)CN2C(=O)COc3ccc(S(=O)(=O)NC4CCCC4)cc32)c(Cl)c1 | 7
Cc1ccc(NC(=O)[C@H](CSCc2ccccc2)N2Cc3ccccc3C2=O)cc1 | -7
CC(=O)NC(=S)Nc1cccc(Cl)c1C | 8
C#CCSc1nc2c(c(=O)n1-c1ccc(OC)cc1)C1(CCCC1)Cc1ccccc1-2 | -2
COc1cccc(C(=O)Nc2ccc(Cl)cc2)c1OC | 1
O=C(Nc1ccc(O)cc1C(=O)O)c1ccc(Oc2ccc(C(=O)Nc3ccc(O)cc3C(=O)O)cc2)cc1 | 5
O=C(C#Cc1cccc([N+](=O)[O-])c1)c1ccccc1 | 2
CC(C)(C)C(=O)Cn1nc(Cl)nc1Cl | 4
COc1ccc(-c2cc(-c3ccc(Cl)cc3)c3c(N)c(C(=O)Nc4ccccc4)sc3n2)cc1 | 9
CCOC(=O)Cn1c(=O)n(-c2ccccc2OC)c2nc(-c3ccccc3)nc(C(N)=O)c21 | -5
C=CCn1c(SCC(=O)Nc2ccc(C)cc2)nc2sc3c(c2c1=O)CCC3 | -8
Continued:
SMILES | ROC1-CUL1 inh
O=C1CCCS(=O)(=O)c2ccccc21 | 0
COc1cc(CNC(=O)C2CCCN(c3nc(C)c4ccc(S(C)(=O)=O)cc4n3)C2)cc(OC)c1 (stereo not given) | -2
CCc1ccc2c(c1)c(=O)c(S(=O)(=O)c1ccccc1)cn2CC(=O)Nc1ccc(OC)cc1 | -1
CN1CCN(C2Cc3ccccc3Sc3cc(F)ccc32)CC1 (stereo not given) | -2
CCn1ncc(/C=N/NC(=O)c2cccc(Br)c2)c1C | 3
CC(C)(C)C(=O)Nc1ccnn1C1CCN(Cc2cc(F)cc(F)c2)CC1 | -1
CCn1cnnc1CN(C)c1ccc(-c2nc(C(C)C)no2)cn1 | 0
COc1ccc(OCc2cc(C(=O)N3CCOCC3)no2)c2ccccc12 | 0
CCOC(=O)c1cccc(NC(=O)CSc2nnc(COc3ccccc3C)o2)c1 | 5
COC(=O)C1OC(S(=O)(=O)c2ccccc2)C(OC(C)=O)C(OC(C)=O)C1OC(C)=O (stereo not given) | -1
Cc1c(/C=C2\SC(=Nc3ccc(Br)cc3)NC2=O)c2ccccc2n1C | -1
Fc1ccc(C2=NC(C(F)(F)F)(C(F)(F)F)N=C3C(Cl)=CC(C(F)(F)F)=CN32)cc1 | 0
CCOC(=O)C1C(=O)Nc2nc3ccccc3n2C1c1ccccc1 (stereo not given) | 3
COc1ccc(C2CC(C(F)(F)F)n3nc(C(=O)NCc4ccco4)c(Br)c3N2)cc1 (stereo not given) | -4
Cc1nc2ccc(C(=O)OCC(=O)c3ccc(Cl)cc3)cc2nc1C | 9
Cc1ccc(-n2cc(-c3ccccc3)nc2S(=O)(=O)CC(=O)Nc2ccc(F)cc2)cc1 | 3
Cc1ccc2oc(C(=O)Nc3ccc(S(=O)(=O)Nc4onc(C)c4C)cc3)cc(=O)c2c1 | 6
CN1CCC(N2CCCC(NC(=O)CN(C)Cc3cccnc3)C2)CC1 (stereo not given) | -10
COc1cccc(N2CC(NC(=O)c3ccco3)CC2=O)c1 (stereo not given) | -2
COc1ccc(NC(=O)c2cccc(OC)c2)cc1 | -2
Cc1ccc(C)c(OCCOCCn2c(-c3ccc(Br)cc3)nc3ccccc3c2=O)c1C | 2
N#CC1C(=N)Oc2cc3c(cc2C1c1ccc(OCc2ccccc2F)cc1)OCO3 (stereo not given) | -1
CCC1CN(CCC(=O)N2CCN(c3nc(C)cnc3C)CC2)Cc2ccc(Cl)cc2O1 (stereo not given) | 5
COCc1ccc(C(=O)Nc2ccc(-c3nc(CNC(=O)Cc4cccc(F)c4F)c(C)o3)cc2)o1 | 0
Fc1ccc(C2=NC(C(F)(F)F)(C(F)(F)F)N=C3C=CC=CN32)cc1 | -23
New compounds follow:
SMILES | ROC1-CUL1 inh
Cn1cc(-c2ccnc(N3CCOC4(CCCC4)C3)n2)cn1 | -1
N#Cc1cc2c(=O)n3ccccc3nc2n(-c2nnc(SCc3ccccc3Cl)s2)c1=O | 0
C=CCSc1nnc2c(n1)OC1(Nc3ccccc3-2)C(=O)Nc2ccc(Br)cc21 (stereo not given) | 15
CCN1CCN(C(=O)CCC2CCN(C(=O)c3csc(C(C)=O)c3)CC2)CC1 | 10
Cc1ccc(C(=O)Oc2ccc(C(=O)COC(=O)c3cccc(NC(=O)C(C)C)c3)cc2)cc1 | -3
CCCN(CCC)S(=O)(=O)c1ccc(NS(=O)(=O)c2c(C)cc(C)cc2C)cc1 | -3
Cn1c(NC(=O)c2cccc(COc3ccc(Br)cc3)c2)nc2ccccc21 | 3
O=C(NCCCn1ccc2ccccc21)C1CCC(=O)N(Cc2ccccn2)C1 (stereo not given) | 14
COc1cc(/C=N/NC(=O)C2C3CCCCC32)c([N+](=O)[O-])cc1OC (stereo not given) | -4
CC(=O)Nc1nc(NC(C)=O)c2nc(COC(C)=O)cnc2n1 | 1
COc1cccc(CNC(=O)CCc2c(C)nc3c4c(C)cc(C)nc4nn3c2C)c1 | 10
O=c1c2cnc3nc(-c4ccccc4)nn3c2ccn1C1CCCCCC1 | 4
CC(C)(Oc1ccc(Br)cc1Cl)C(=O)N1CCOCC1 | 4
Cc1ccccc1Cc1nnc(NC(=O)NCCc2nccs2)s1 | 5
Cc1ccc(C2CC(=O)C3C(=Nc4ccccc4NC3c3coc4ccc(C)cc4c3=O)C2)cc1 (stereo not given) | 2
CCOc1cc(/C=C2\SC(=O)NC2=O)cc(Cl)c1OCC(=O)OC | 0
CC(C)C(=O)Oc1ccc(Cl)cc1 | 8
CCCCN(CC)C(=O)c1nn(-c2ccc(OC)cc2)c(=O)c2c1c1ccccc1n2C | -9
Cc1cc(C)c(C#N)c(SCC(=O)Nc2ccccn2)n1 | 6
CCOC(=O)C1CCN(C(=O)Cn2ncc3c4ccccc4n(Cc4ccccc4)c3c2=O)CC1 | 0
C=CCn1c(-c2c(C)nc3cc(C)ccn23)n[nH]c1=S | -1
CCOc1cc(/C=C2\N=C(c3ccc(C)c([N+](=O)[O-])c3)OC2=O)ccc1OC(C)=O | -4
COc1cc(C2C(C(=O)Nc3ccccc3C)C(C)=Nc3nnnn32)cc(OC)c1OC (stereo not given) | -4
CCOc1cc(/C=C2\N=C(c3ccc(Cl)cc3)OC2=O)ccc1OCc1ccccc1 | 6
COc1ccc(N2C(=O)NC(=O)C3C2=NC(=O)C3(NC(=O)c2ccccc2Cl)C(F)(F)F)cc1 (stereo not given) | 10
(cont.)
SMILES | ROC1-CUL1 inh
COc1ccc2[nH]c3c(c2c1)CCn1c-3nc2sc3c(c2c1=O)CCCCC3 | -4
COc1ccc(C(=O)CC2(O)C(=O)N(Cc3ccc(Cl)cc3)c3ccccc32)cc1OC (stereo not given) | 11
COc1ccc(/C=C/C(=O)Nc2sc3c(c2C(N)=O)CCC(C)C3)cc1OC (stereo not given) | 2
CC(=O)Nc1ccc(S(=O)(=O)N2CCN(c3ccc(C)c(C)c3)CC2)cc1 | 0
NNC(=O)c1cccc(COc2cc(Cl)ccc2Cl)c1 | -11
COc1cccc(C2c3c(ccc4ccccc34)OC(=N)C2C#N)c1 (stereo not given) | -11
O=C(NC(=S)NC(c1ccccc1)c1ccncc1)c1ccccc1 (stereo not given) | -1
COc1cccc(-c2cnnc(NCCSc3nccn3C)n2)c1 | -10
CC(=O)Oc1ccccc1/C=C1\SC(=S)NC1=O | -3
CCOC(=O)C1(CC2CCCCO2)CCN(C2CCSCC2)CC1 (stereo not given) | -2
CCOc1ccc(N(C(C)C(=O)NC2CC3CCC2C3)S(C)(=O)=O)cc1 (stereo not given) | 0
COc1ccc(OC)c(NC(=O)CSc2cn(CC(=O)N3CCCCCC3)c3ccccc23)c1 | -7
CC(C)c1ccc(S(=O)(=O)c2cnc(SCC(=O)Nc3cccc(C(F)(F)F)c3)nc2N)cc1 | 4
Cc1scc(C(=O)O)c1-c1c(C(=O)O)csc1C | 5
CCOc1cc(Cl)c(C2NC(=O)N(C)C(C)=C2C(=O)OC)cc1OCC (stereo not given) | 7
CC(=O)c1ccc(NC(=O)CSc2nnc(-c3ccncc3)n2-c2ccccc2)cc1 | 17
O=C(CC1Sc2ccccc2NC1=O)Nc1ccccc1SC(F)(F)F (stereo not given) | -2
Cc1cccc(N2CCN(C(=O)c3cccn3-c3nnc(N4CCCCC4)s3)CC2)c1C | 0
COc1cccc2cc(C(=O)N(C)C3CCCCC3)c(=O)oc12 | 3
Cc1cc(C)cc(S(=O)(=O)c2cn(C)c3cc(N4CCCC4)c(F)cc3c2=O)c1 | -5
CC(=O)OC1CCc2ccccc2C1OC(C)=O (stereo not given) | 1
CCN(CC)c1ccc(C=C2C(=O)N(C)C(=S)N(C)C2=O)c(O)c1 | 14
C[C@@H](c1ccccc1)N1CCC1C(O)(c1ccccc1)c1ccccc1 (stereo not given in full) | 3
Cc1noc2ncnc(N3CCN(c4cccc(C(F)(F)F)c4)CC3)c12 | 1
O=C(O)c1ccc(CSc2nc3cccnc3n2Cc2cccc(F)c2)cc1 | 1

The list goes on, starting with the last two of the part before.
SMILES | ROC1-CUL1 inh
Cc1noc2ncnc(N3CCN(c4cccc(C(F)(F)F)c4)CC3)c12 | 1
O=C(O)c1ccc(CSc2nc3cccnc3n2Cc2cccc(F)c2)cc1 | 1
Cc1ccc(C(=O)C2C(=N)N(c3ccc(C)c(Cl)c3)C3=C(C(=O)CC(C)(C)C3)C2c2ccc(C)cc2)cc1 (stereo not given) | -4
Cc1csc2nc(C(C)(C)C)cn12 | -1
O=C(Cn1ncc(N2CCCCC2)cc1=O)c1ccc2c(c1)OCCO2 | 2
CCN(Cc1nc(-c2ccc(C)cc2)no1)C(=O)CC(C)(C)C | -2
COCCN1C(=O)C(=O)C(C(=O)c2ccc(S(=O)(=O)N(C)C)cc2)C1c1cccc(Cl)c1 (stereo not given) | -2
O=C(O)c1nn2c(C(F)(F)F)c3c(nc2c1Cl)-c1ccccc1CC3 | 2
Oc1ccc(O)c(-c2cnns2)c1 | 0
Cc1ccc(C(=O)Nc2cc3c(cc2Cl)OCCCO3)cc1 | -5
C=CCn1c(SCC(=O)NCc2ccco2)nc2sc(-c3ccccc3)cc2c1=O | -5
CCOc1ccccc1-n1cc2c(c1-c1ccc(OC)cc1)c(=O)n(C)c(=O)n2C | -2
CC(C)C(NC(=O)Cc1ccc(Cl)cc1)C(C)C | 7
Cc1cc2oc(C(=O)Nc3ccc(S(=O)(=O)N(C)c4ccccc4)cc3)cc(=O)c2cc1C | 11
COc1ccc(NC2CCCN(Cc3ccccc3OC(F)F)C2)cc1OC (stereo not given) | 5
Cc1nc(CN2CCN(Cc3nc(CCc4ccccc4)no3)CC2)cs1 | -2
Cc1ncsc1Cn1ccc(-c2cccc(-c3ccccn3)c2)n1 | 7
CS(=O)(=O)N1CCC(Oc2ccc(C(=O)N3CCNC(=O)C3)cc2Cl)CC1 | 6

The list is partial; rates above refer to the full screens.
